GPR7 antag: antagonists of human GPR7 (neuropeptides B/W receptor 1); P48145; GPR7-expressing cells, fluorescence antagonist assay; inhibition, % at 4.4 µM; hit rate 1.1% among 290,000; AID 1861; in the data active means inhibition above about 16%, passing the limit was not always enough;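 further: cells stimulated with the agonist NPW; 0% = agonist with vehicle and 100% = vehicle without agonist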
OXTR ag: activates the human oxytocin receptor; CHO-OTR cells, Fluo-8 calcium fluorescence; normalized: DMSO 0%, oxytocin 100%; hit rate 0.32% among 320,000; P30559; activation, % at 3 µM;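 active means activation above the mean of all tested compounds plus 3 SD, cutoff set per screening run, cut at about 20% in these data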;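 further: peak over basal fluorescence ratio from a 100 s FLIPR kinetic read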
Target sequence (P30559 whole entry, looked up): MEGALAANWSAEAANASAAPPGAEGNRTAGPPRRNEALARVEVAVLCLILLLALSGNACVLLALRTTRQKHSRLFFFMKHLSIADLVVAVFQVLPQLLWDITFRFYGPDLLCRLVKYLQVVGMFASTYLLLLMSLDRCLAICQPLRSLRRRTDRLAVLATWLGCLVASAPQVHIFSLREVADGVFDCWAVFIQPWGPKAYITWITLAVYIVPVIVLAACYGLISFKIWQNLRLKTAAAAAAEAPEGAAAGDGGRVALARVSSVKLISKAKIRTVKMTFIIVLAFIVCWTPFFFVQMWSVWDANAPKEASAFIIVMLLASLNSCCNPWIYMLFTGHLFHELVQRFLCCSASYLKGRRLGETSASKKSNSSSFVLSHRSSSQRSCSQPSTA
GalR3 antagonist: blocks the human galanin receptor 3; HEK293 GalR3-CNG cAMP membrane potential fluorescence; galR3 body fused to GalR1 C-terminus; O60755; inhibition, % at 3 µM; hit rate 0.44% among 360,000;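 active means inhibition above the screen-wide average plus 3 SD, cut at about 13% in these data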;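 further: forskolin and galanin both at EC90 stimulate the cells; cAMP rise reported by CNG channel membrane potential dye signal; 0% = forskolin plus galanin with DMSO and 100% = forskolin alone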
PHOSPHO1 inh: PHOSPHO1 (human) inhibition. Q8TCT1. recombinant PHOSPHO1, absorbance phosphatase assay. inhibition, % at 13.3 µM. hit rate 1.1% among 290,000. AID 1565; in the data active means inhibition above about 60%
V1aR counter: V1a receptor agonism, counter-screen for OXTR agonists; P37288; CHO-V1R cells, Fluo-8 calcium fluorescence, agonist mode; 0% DMSO, 100% 3 nM vasopressin; activation, % at 3 µM; hit rate 0.25% among 320,000; AID 2797;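 active means activation above the mean activation of all tested compounds plus 3 SD, per screening run, cut at about 20% in these data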;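 further: signal is peak over basal fluorescence ratio across a 100 second FLIPR read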
NALP1 yeast inh: NALP1 inhibition | S. cerevisiae NALP1/ASC/caspase-1 growth, X-gal OD620, 72 h | inhibition, % at 10 µM | hit rate 0.61% among 280,000; in the data active means inhibition mostly above about 24%, no sharp cut-off; inactive means mostly below about 32%; further: some compounds called inactive have numbers as strong as hits
MEKK2wt PB1 HTS: raises or lowers MEK5 binding to wildtype human MEKK2 PB1 domain; bead flow cytometry, Alexa488-MEK5 binding to MEKK2 WT; actives lie on both sides; binding response (% of control), % at 10 µM; hit rate 1.1% among 290,000; AID 1531; in the data active means binding response below about 67% or above about 130%
MEKK3 PB1 HTS: modulators (inhibitors or enhancers) of MEK5 binding to human MEKK3 PB1 domain. hit rate 1.4% among 290,000. binding response (% of control), % at 10 µM. AID 1529. bead-based flow cytometry, Alexa488-MEK5 binding to MEKK3; actives lie on both sides; 0 = blocked by unlabeled MEK5, 100 = vehicle;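 active means binding response more than 3 SD above or below the average of its plate-row segment, actives on both sides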;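 further: Alexa488 bead fluorescence after subtracting the streptavidin-only scavenger bead signal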
Target sequence (Q99759 whole entry, looked up, the tested form may be a part): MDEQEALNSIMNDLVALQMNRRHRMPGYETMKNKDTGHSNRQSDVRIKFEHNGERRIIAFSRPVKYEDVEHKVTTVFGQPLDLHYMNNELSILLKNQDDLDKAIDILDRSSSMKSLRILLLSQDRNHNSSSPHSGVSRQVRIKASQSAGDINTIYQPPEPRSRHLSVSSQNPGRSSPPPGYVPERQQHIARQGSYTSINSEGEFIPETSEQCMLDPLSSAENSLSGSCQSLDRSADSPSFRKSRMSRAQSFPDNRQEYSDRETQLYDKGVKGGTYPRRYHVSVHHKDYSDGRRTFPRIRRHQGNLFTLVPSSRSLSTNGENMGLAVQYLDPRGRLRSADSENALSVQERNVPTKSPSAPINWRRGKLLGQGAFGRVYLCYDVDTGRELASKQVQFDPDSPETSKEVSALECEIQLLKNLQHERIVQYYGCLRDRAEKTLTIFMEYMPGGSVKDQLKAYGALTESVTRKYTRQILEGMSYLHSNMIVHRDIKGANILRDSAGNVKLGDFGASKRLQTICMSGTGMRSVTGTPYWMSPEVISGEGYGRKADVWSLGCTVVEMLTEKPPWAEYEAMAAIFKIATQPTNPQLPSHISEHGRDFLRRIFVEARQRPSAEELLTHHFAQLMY
MEKK2mut PB1 HTS: signal of MEK5 binding to mutant human MEKK2 PB1 domain; bead flow cytometry, Alexa488-MEK5 binding to MEKK2 mutant; percent response, % at 10 µM; hit rate 0.35% among 290,000; in the data active means percent response above about 24%, passing the limit was not always enough; further: inactives centre near 1; some results filed as inactive read as strong as hits; reference of the scale not given here
Starred values were filed as active, the others as inactive; x = not tested or not shown; [ ] = remark or other dose.

no.	smiles	GPR7 antag	OXTR ag	GalR3 antagonist	PHOSPHO1 inh	V1aR counter	NALP1 yeast inh	MEKK2wt PB1 HTS	MEKK3 PB1 HTS	MEKK2mut PB1 HTS
1	CN1CCS/C1=C/C=C1\SC(=S)N(CC(=O)O)C1=O	8	33*	2	21	19	-20	67	68	-15
2	CC(C)(C)Cc1cc(N)on1	1	-1.0	-1	-16	-0.3	16	102	104	3
3	CCN(CCNC(=O)C1CCN(S(=O)(=O)c2cccc3nsnc23)CC1)c1ccccc1	-6	-0.1	2	19	2.7	-3	100	99	1
4	Cc1cc(NC(=O)NC2CCCN2S(=O)(=O)c2ccc(Cl)cc2)no1 (configuration not stated)	-12	0.3	1	7	0.2	5	106	102	-2
5	COc1ccc2c(c1)C(=O)N(c1ccccc1OC)C(=O)C2(C)C	-5	-1.2	-11	-1	-1.0	11	101	104	0
6	CCN(c1ccccc1)S(=O)(=O)c1ccc(Cl)c(C(=O)NCCc2ccc(OC)cc2)c1	6	0.5	-9	-3	1.2	29	103	103	0
7	Nn1c(Cc2cccc3ccccc23)nnc1SCc1c(Cl)cccc1Cl	-12	-2.4	-4	-33	-1.1	x	98	102	-1
8	CN1CCC(C(=O)N2CCCC(C(=O)c3ccc4c5c(cccc35)CC4)C2)CC1 (configuration not stated)	0	0.7	-9	-19	0.9	6	120	100	27
9	COc1ccc(OC)c(CCNC(=O)CCc2nnc3ccc(N4CCOCC4)nn23)c1	-5	0.9	-7	22	0.8	-17	107	103	1
10	CCCCn1c(NC(=O)c2ccccc2Cl)c(C#N)c2nc3ccccc3nc21	9	8.8	-2	19	8.7	21	76	85	-5
11	Brc1ccc(-n2cccc2/C=N/n2cnnc2)cc1	-9	0.1	0	19	0.5	12	100	103	4
12	O=C(Nc1ccc(S(=O)(=O)Nc2cnc3ccccc3n2)cc1)c1cccc(OC(F)F)c1	-5	0.6	3	45	0.5	-3	100	97	0
13	CC(=O)c1ccc(Oc2ncnc3sccc23)c(CN2CCOCC2)c1	-9	0.7	-3	8	1.1	-51	101	95	-3
14	O=C(Oc1cccccc1=O)c1ccccc1	7	0.2	0	12	-0.5	-7	95	96	-9
15	O=C(C1CCC(=O)N1Cc1ccccc1Cl)N1CCN(c2cccc(Cl)c2)CC1 (configuration not stated)	11	4.9	-3	4	7.1	-1	93	87	-13
16	COc1ccc2cc(/C=C3\SC(=S)NC3=O)c(N3CCOCC3)nc2c1	-9	4.2	-5	-7	3.3	17	100	121	0
17	COc1ccc(/C=C2\C(=N)N3N=C(CC(=O)N4CCCCC4)SC3=NC2=O)cc1	-4	0.2	4	8	0.9	9	106	101	3
18	CCCC/C(C)=N/NC(=O)C(=O)NCCc1ccccc1	-4	-2.1	-4	7	-0.2	0	107	108	2
19	CC(C)(O)C(=O)N/N=C\c1ccc(OC/C=C/c2ccccc2)cc1	9	x	-4	6	x	11	96	96	-5
20	Cn1c2ccccc2c2nnc(SCC(=O)NC3CCCC3)nc21	-4	0.2	-11	23	-0.4	5	101	101	0
21	CC1Sc2ccc(S(=O)(=O)CCC(=O)NCc3ccccc3Cl)cc2NC1=O (configuration not stated)	7	3.0	x	-22	8.9	-2	102	103	11
22	Cc1ccc(N(CC(=O)NCc2ccco2)S(=O)(=O)c2ccccc2)cc1	3	-2.0	-1	-1	-1.3	-14	123	121	8
23	Cc1ccsc1/C=C1\SC(N2CC(C)OC(C)C2)=NC1=O (configuration not stated)	-8	-0.5	7	-20	-0.1	x	101	109	-1
24	Cc1cc(N2CCN(c3ccccc3F)CC2)nc2cc(O)ccc12	-8	-1.3	1	37	-0.8	5	99	96	3
25	Cc1cccc(C(=O)NC(CC(=O)O)c2ccc(OC3CCCC3)cc2)c1[N+](=O)[O-] (configuration not stated)	-8	1.6	-7	19	1.0	24	98	103	2
26	CCN(CC(=O)Nc1ccc(N2CCOCC2)cc1)C(=O)c1ccc(C(F)(F)F)cc1	-7	-0.2	-5	56	1.1	2	104	104	1
27	CCC(=O)Nc1ccc(-n2nnnc2SCC(=O)NNC(=O)c2ccco2)cc1	-16	-0.1	0	-10	-0.6	x	109	122	5
28	COc1ccc(NC(=O)/C(C#N)=C/c2c(C)nn(-c3ccc(F)cc3)c2Cl)cc1OC	-4	-1.1	-2	-6	-0.2	20	96	99	-1
29	Cc1cccc(NC(=S)NCC2CCCO2)c1 (configuration not stated)	-10	0.1	7	-12	1.1	18	109	106	9
30	O=C(NCC1CCCO1)C1CCC(=O)N1CCc1ccccc1 (configuration not stated)	5	1.9	-4	-14	-0.3	6	95	95	-3

Molecules listed so far containing a thiophene ring, fused or not, in the order listed:
no.	smiles	GPR7 antag	OXTR ag	GalR3 antagonist	PHOSPHO1 inh	V1aR counter	NALP1 yeast inh	MEKK2wt PB1 HTS	MEKK3 PB1 HTS	MEKK2mut PB1 HTS
13	CC(=O)c1ccc(Oc2ncnc3sccc23)c(CN2CCOCC2)c1	-9	0.7	-3	8	1.1	-51	101	95	-3
23	Cc1ccsc1/C=C1\SC(N2CC(C)OC(C)C2)=NC1=O (configuration not stated)	-8	-0.5	7	-20	-0.1	x	101	109	-1

Additional compounds follow.
no.	smiles	GPR7 antag	OXTR ag	GalR3 antagonist	PHOSPHO1 inh	V1aR counter	NALP1 yeast inh	MEKK2wt PB1 HTS	MEKK3 PB1 HTS	MEKK2mut PB1 HTS
31	CC(C)(C)NC(=O)c1cccc(NC(=O)c2ccco2)c1	-6	0.3	7	-6	-0.5	-10	97	104	21
32	Cc1ccccc1-n1c(SCC(=O)Nc2cccc3ccccc23)nc(O)cc1=O	-4	-1.2	2	13	0.4	10	94	101	-1
33	Cc1cccc(Cn2c(=O)c3c(nc4n3CCN4Cc3ccco3)n(C)c2=O)c1	-6	-2.5	-4	-8	-0.5	11	2.0*[inhibitor]	2.0*[inhibitor]	-16
34	CC(=O)Nc1cccc(NC(=O)CCCC2CCCCC2)c1	-17	7.1	0	20	7.8	11	106	102	1
35	C=CCSC(=S)NC1CCS(=O)(=O)C1 (configuration not stated)	-3	0.2	0	12	0.4	82*	97	100	-2
36	Cc1ccc(CNC(=O)c2ccc(Cn3nc(C)cc3C)o2)cc1	-18	-0.2	-4	7	-0.3	-4	101	100	1
37	C/C(=N/NC(=O)CNC(=O)Cc1ccccc1)c1ccco1	-11	-0.2	-5	8	-0.4	16	104	98	0
38	COc1ccc(F)cc1C(=O)C1CCCN(C(=O)CCc2ccccn2)C1 (configuration not stated)	-11	-1.7	3	19	0.3	0	96	97	-1
39	COc1ccc(C)cc1S(=O)(=O)N1CCC(C)CC1	2	-2.0	-3	-22	-1.3	-12	93	96	-6
40	COc1ccc2c(c1)C(c1ccc(C)o1)=NNC(c1cccnc1)=N2	-6	-0.3	1	24	-0.7	19	100	103	3
41	CSc1nc(-c2ccc(C)cc2)[nH]c1S(=O)(=O)c1ccccc1	-2	-1.9	-7	-10	-0.8	7	103	101	3
42	CS(=O)(=O)c1ccc(-c2cc(Br)sc2-c2ccc(F)cc2)cc1	x	-0.4	x	x	1.1	x	104	104	3
43	O=C(NCc1ccccn1)[C@H]1C[C@@H]1[C@H](NP(=O)(c1ccccc1)c1ccccc1)c1ccccc1	5	-0.9	-5	-11	0.3	9	95	99	3
44	CCOc1ccc(NC(C)C(=O)N/N=C/c2cccs2)cc1 (configuration not stated)	-5	-0.2	1	-11	0.8	29	93	92	-2
45	NC(=O)c1cc2cc([N+](=O)[O-])ccc2oc1=O	2	1.6	2	36	0.3	1	93	101	-4
46	COc1ccc2c(c1)-c1ccccc1S(=O)(=O)N2C	-14	-0.5	-5	24	-0.9	18	93	94	-2
47	Cc1ccc(-c2nn3c(C)nnc3c3ccccc23)cc1S(=O)(=O)NCCN1CCOCC1	-7	-1.0	-4	28	2.0	0	102	102	4
48	CCN(CC(=O)Nc1ccc2c(c1)OCCO2)S(=O)(=O)c1ccc(F)cc1	-8	1.6	-8	26	2.7	0	97	102	0
49	CCOC(=O)C1CCCN(C(=O)CCNC(=O)Cn2ccc3ccccc3c2=O)C1 (configuration not stated)	-3	-0.3	-5	23	0.7	10	98	104	-4
50	C=CCN1CCN(C(=O)c2cc3c(s2)CCC(CC)C3)CC1 (configuration not stated)	7	-1.1	-3	48	0.8	-2	98	93	3
51	O=C(Cc1ncc(C(F)(F)F)cc1Cl)NCCc1ccccn1	-9	0.3	2	8	0.7	-32	96	100	-4
52	COc1nc(-c2ccccc2)c2c(c1C#N)CC(C)(C)OC2	-1	-2.0	0	-4	-1.2	1	101	106	9
53	CC(C)CCC(C)NC(=O)C1CCN(S(=O)(=O)/C=C/c2ccccc2)CC1 (configuration not stated)	-17	0.9	-1	10	0.9	20	95	97	-2
54	O=C(NCCCN1CCCC1=O)c1ccc2c(=O)n(-c3ccc(F)cc3)c(=S)[nH]c2c1	-11	0.3	-4	-3	-0.3	17	92	99	-2
55	CN1C(=S)SC(N(O)C(=O)Nc2cccc3ccccc23)C1(C)C (configuration not stated)	-4	-0.1	1	63*	0.8	-6	105	102	2
56	CSc1nc2nc(C)c(C/C=C/c3ccccc3)c(=O)n2[nH]1	-18	-1.8	-4	2	-0.8	-1	104	101	1
57	O=C(CSc1nnc(NC(=O)C2CC2)s1)Nc1ccc2c(c1)OCCO2	-3	-0.2	-8	20	0.2	3	95	101	-7
58	CC(C)CC(=O)O/N=C1\C(=O)N(Cc2ccc(Cl)cc2)c2ccc([N+](=O)[O-])cc21	9	0.0	x	-10	1.9	-4	89	101	-6
59	Cc1ccc(S(=O)(=O)NCC(C)NS(=O)(=O)c2ccccc2[N+](=O)[O-])cc1 (configuration not stated)	8	-0.5	-7	50	2.7	-4	106	106	15
60	COc1cc2c(cc1OC)-c1cc(N3CCCCCC3)nc(=O)n1CC2	-11	-0.5	50*	4	0.3	39	103	100	4
61	OC(CNC1CCCC1)COc1ccccc1Br (configuration not stated)	3	x	-8	x	x	20	108	105	0
62	COCCNC(=O)CN(C(=O)CCC(=O)Nc1ccccn1)c1ccc(C)c(C)c1	13	0.5	-9	30	0.5	19	98	99	-1
63	COc1ccc(/C=C(\NC(=O)c2cccs2)C(=O)NCc2ccco2)cc1OC	-11	-2.3	-3	16	-0.9	-10	92	91	-9
64	Cc1ccc(Oc2ncccc2N)c2c1CCC2	19*	-1.9	-2	20	-2.3	20	94	99	-5
65	CCOC(=O)c1c(NC(=O)COC(=O)CNC(=O)c2ccco2)sc(C)c1C	2	-2.1	-12	-1	0.9	10	101	103	14
66	COc1ccc(N2CCN(C(CNC(=O)OCc3ccccc3)c3ccco3)CC2)cc1 (configuration not stated)	8	-0.8	-6	2	1.1	27	103	108	0
67	CCn1c(C(=O)N2CCc3ccccc3C2)cc2oc3ccccc3c21	-5	0.2	-5	-6	1.1	46	100	99	1
68	NC(=O)c1cc(S(=O)(=O)N2CCc3ccccc3C2)cs1	4	2.1	2	20	3.7	-20	99	104	2
69	O=C(OCCOc1ccccc1)c1n[nH]c2ccccc12	-8	0.5	-3	37	0.2	-8	102	99	-5
70	O=S(=O)(Nc1cccc(CCc2ccccn2)c1)c1ccc2ccccc2c1	-3	x	1	38	x	-10	x	x	x
71	COC(=O)c1ccc(C(NC(=O)OCc2ccccc2)/C(C)=C/[C@@H](C)C(=O)NCc2ccc(OC)c(OC)c2)cc1 (some centres not stated)	-2	0.2	x	13	1.9	17	101	108	3
72	CCCCNC1C(CC)C(CCC)C(C#N)(C#N)C1(C#N)C#N (configuration not stated)	-5	-1.5	x	37	-0.8	23	100	103	-1
73	Cc1cc(C(=O)COc2ccccc2C(N)=O)c(C)n1CC1CCCO1 (configuration not stated)	6	16	12	33	12	6	101	103	-3
74	O=C(CCC(=O)N1CCN(S(=O)(=O)c2ccc3ccccc3c2)CC1)Nc1cc(Cl)cc(Cl)c1	2	-0.3	-9	43	2.6	10	103	101	-5

Screening data from PubChem.
